High-throughput results from PubChem BioAssay.
aSyn yeast inh – qHTS of alpha-syn Inhibitors; Yeast expressing alpha-synuclein, growth rescue, BacTiter-Glo, 24 h; 370,000 compounds, 0.14% hits; Potency, µM (series often up to 46.1 µM), for the others: at the top dose growth rescue (activation), actives largely listed as activators; further: potency means the concentration at half of the fitted maximal effect; % of control where 0% means no effect; nearly all actives have a fitted effect of over 65% in size
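Rescue of yeast growth: cells expressing toxic alpha-synuclein, induced in galactose at OD600 0.02, incubated with compound 24 h at 30 C. ATP luminescence quantified growth; inhibitors of toxicity appear as activators.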
GLP-1R agonist – qHTS of GLP-1 Receptor Agonists; 380,000 compounds, 0.007% hits; Glucagon-like peptide 1 receptor (Homo sapiens), P43220; HEK293 GLP-1R CRE-luciferase, luminescence, 4-6 h; cells express a hypersensitive GLP-1R form; AID 624172, 2012; Potency, µM (doses to about 45.6 µM), without a hit: at the highest dose activation, hits mostly activators; further: potency means the concentration at half of the fitted maximal effect; % of control where 0% means no effect
TDP43 rescue – qHTS of TDP-43 Inhibitors; TDP-43 expressing yeast growth rescue, BacTiter-Glo, 24 h; Potency, µM (highest dose often 46.1 µM), for inactives: top-dose growth rescue (activation), hits mostly activators; 410,000 compounds, 1.8% hits; further: potency means the concentration at half of the fitted maximal effect; % of control where 0% means no effect; nearly all actives have a fitted effect of over 50% in size
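Yeast expressing TDP-43 (pregrown in raffinose, seeded at OD600=0.02 in galactose medium) exposed to compounds 24 hr at 30 deg C. Growth read by BacTiter-Glo luminescence; rescue of toxicity appears as increased signal.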
GLP-1R inv ag – qHTS of GLP-1 Receptor Inverse Agonists (Inhibition Mode); Potency, µM (titrated, usually from 38.3 µM), inactives show at the top dose activity change, negative = inhibition, hits mostly inhibitors; AID 624417, 2012; 410,000 compounds, 1.6% hits; Glucagon-like peptide 1 receptor (Homo sapiens), P43220; HEK293 GLP-1R CRE-luciferase, luminescence, 24 h; GLP-1R form is constitutively active; further: potency means the concentration at half of the fitted maximal effect; on the % scale 0 is the no-effect control and ±100 the full control effect; nearly all actives have a fitted effect of over 55% in size
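HEK293 cells stably co-expressing a cAMP-responsive luciferase reporter and constitutively active GLP-1R were seeded, incubated 12 h, then exposed to compounds for 24 h at 37 C. Luminescence was read 12 min after detection reagent; inverse agonists lower signal.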
FUS yeast rescue – qHTS for Suppressors of FUS Proteinopathy: Primary screen using FUS-linked yeast assay; S. cerevisiae FUS-expressing, growth rescue, OD600, 24 h; Potency, µM (highest dose often 76.6 µM), for inactives: at the top dose growth rescue (activation), usual class: activators; 390,000 compounds, 0.24% hits; AID 1347120, 2019;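 further: potency means the concentration at half of the fitted maximal effect; plate controls were DMSO vehicle for no effect and reference control for full effect; nearly all actives have a fitted effect of over 55% in size; some results filed as inactive show a strong effect at the top dose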
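Quantitative HTS measuring growth restoration of FUS-toxic yeast. Galactose-induced cells (OD 0.005) were exposed 24hr at 30C to compounds at several concentrations, then absorbance at 600 nm was recorded.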
pAkt inh – HTS Assay for Inhibitors of Akt Phophorylation: Primary Screen; AID 651550, 2012; activity change, % for hits at 50 µM; Neuro2A IGF-stimulated pAkt S473 HTRF, 20 min; stronger effect = lower value; 360,000 compounds, 0.32% hits; in the data active means activity change below about -80%; inconclusive means mostly about -51% to -80%; further: on the % scale 0 is the no-effect control and ±100 the full control effect
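Neuro2A cells in DMEM with 0.5% FBS, overnight at 37 deg C, given compound at single 50 µM final, then IGF (6 nM final) for 20 min at 37 deg C. Lysed; phospho-Akt Ser473 by HTRF after 24 h, 665/615 ratio.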
Abeta rescue – qHTS for compounds that reverse cellular toxicity of Amyloid beta (A-beta) peptide in yeast: Primary Screen | yeast expressing A-beta42, growth rescue, OD600, 48 h; response scale: 0% DMSO, 100% iron-clioquinol control | Potency, µM (top dose mostly 46.1 µM), without a hit: top-dose growth rescue, actives largely listed as activators | 410,000 compounds, 0.063% hits; further: potency means the concentration at half of the fitted maximal effect; nearly all actives have a fitted effect of over 55% in size
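Yeast A-beta toxicity model in growth medium with pinned compounds, 48 h at 30 C; growth read as absorbance at 600 nm. Normalized to FeCl3/clioquinol equimolar mix (positive) and DMSO (negative).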
PTHR1 ag – qHTS for PTHR1 Agonists: Primary Screen | Parathyroid hormone/parathyroid hormone-related peptide receptor (Homo sapiens), Q03431 | HEK293 GP2 PTHR1 cells, GloSensor cAMP luminescence, 1 h | Potency, µM (titrated, usually from 115 µM), for inactives: at the top dose activation, most hits filed as activators | 410,000 compounds, 0.075% hits | AID 743266, 2014; further: potency means the concentration at half of the fitted maximal effect; nearly all actives have a fitted effect of over 55% in size; some results filed as inactive show a strong effect at the top dose; inactives centre near -15; many of its hits are not listed in these tables
Target sequence (Q03431 whole entry, looked up): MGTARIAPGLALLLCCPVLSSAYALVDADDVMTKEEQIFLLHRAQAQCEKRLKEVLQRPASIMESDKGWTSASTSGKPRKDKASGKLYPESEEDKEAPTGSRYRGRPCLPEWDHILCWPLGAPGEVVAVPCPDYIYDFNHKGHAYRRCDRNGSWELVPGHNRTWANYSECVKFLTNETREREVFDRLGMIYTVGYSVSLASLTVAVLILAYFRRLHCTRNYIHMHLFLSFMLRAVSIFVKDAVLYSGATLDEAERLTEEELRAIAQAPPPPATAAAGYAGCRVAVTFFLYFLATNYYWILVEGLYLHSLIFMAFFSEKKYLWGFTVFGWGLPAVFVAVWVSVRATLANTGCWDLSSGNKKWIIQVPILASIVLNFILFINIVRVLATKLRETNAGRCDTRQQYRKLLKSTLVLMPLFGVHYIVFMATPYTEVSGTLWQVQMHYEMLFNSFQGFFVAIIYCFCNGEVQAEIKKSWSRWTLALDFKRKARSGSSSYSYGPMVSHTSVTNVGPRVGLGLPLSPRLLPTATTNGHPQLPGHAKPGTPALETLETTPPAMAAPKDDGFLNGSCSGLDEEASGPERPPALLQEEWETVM
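HEK-293-derived GP2 cells expressing PTHR1 and a GloSensor cAMP reporter, 3,000/well, plated overnight, given luciferin plus IBMX (each 0.5 mM as added) for 1 h at 37 °C, then compound for 1 h at 37 °C. Luminescence was read after 15 min at room temperature.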
D3 antag – qHTS of D3 Dopamine Receptor Antagonist: qHTS; D3R cells, DiscoveRx beta-arrestin luminescence, antagonist mode; stronger effect = lower value; 360,000 compounds, 2.5% hits; D(3) dopamine receptor (Homo sapiens), P35462; max response, negative = inhibition, %; in the data active means max response below about -50%; inconclusive means no clear call, values can overlap the other calls; further: on the % scale 0 is the no-effect control and ±100 the full control effect; mostly tested at two doses, the higher about 12 µM
Target sequence (P35462 whole entry, looked up): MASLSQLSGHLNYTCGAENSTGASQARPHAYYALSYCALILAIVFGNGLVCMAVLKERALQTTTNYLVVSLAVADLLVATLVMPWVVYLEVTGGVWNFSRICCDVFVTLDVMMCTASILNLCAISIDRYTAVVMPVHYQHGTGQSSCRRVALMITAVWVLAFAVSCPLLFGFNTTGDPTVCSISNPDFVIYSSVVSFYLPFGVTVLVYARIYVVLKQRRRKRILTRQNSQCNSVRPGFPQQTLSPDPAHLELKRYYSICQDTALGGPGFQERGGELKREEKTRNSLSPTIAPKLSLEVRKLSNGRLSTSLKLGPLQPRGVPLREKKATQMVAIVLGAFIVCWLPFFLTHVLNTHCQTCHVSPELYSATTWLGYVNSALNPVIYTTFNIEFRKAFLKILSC
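Cells expressing the human receptor were seeded at 1500 cells/well, incubated overnight at 37 degrees C in 5% CO2, then exposed to library compounds with dopamine controls for 90 minutes at 37 degrees C before luminescent detection.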
Active calls of the source: *; i = inactive; u = inconclusive; x = no result given; & = joins results of further samples; [ ] = another dose, or the depositor's remark. Unless noted, the call rests on the fitted dose curve; in most records, active means well fitted curve in the direction sought with a large enough effect; inconclusive means small, poorly fitted or top-dose-only effect, or another doubt; inactive means no such curve, though single readings can be large; an effect the other way counts as inactive or inconclusive. The list is partial, so the mix of outcomes need not match the whole.

SMILES	aSyn yeast inh	GLP-1R agonist	TDP43 rescue	GLP-1R inv ag	FUS yeast rescue	pAkt inh	Abeta rescue	PTHR1 ag	D3 antag
C#CC(C)(C)NC(=O)c1sccc1Oc1ccc(F)cc1[N+](=O)[O-]	16%	9%	3%	1%	4%	i	-4%	-6%	-2
COc1cccc(N2CC(C(=O)NC3CCCCC3)CC2=O)c1 (stereo unspecified)	-1%	-18%	0%	-12%	-5%	x	22%	i	u
COc1ccc(-c2nnc(SCC(=O)NCc3ccc(C)cc3)nc2-c2ccc(OC)c(OC)c2)cc1OC	x	x	u	u	u	x	10%	-16%	x
CCOC(=O)C1C(=O)C=C(c2ccc(C)cc2)CC1c1ccco1 (stereo unspecified)	21%	0%	u	-10%	32%	i	-9%	i	25
Cn1c(NNC(=O)C(c2ccccc2)c2ccccc2)cc(=O)n(C)c1=O	0%	0%	-5%	-3%	10%	i	-7%	i	2
Cc1ccc(NC(=O)CN2CCc3ccccc3C2)cc1S(=O)(=O)N1CCOCC1	1%	-1%	9%	-1%	x	i	27%	-9%	-5
Cn1ncc(Br)c1NC(=O)c1ccco1	2%	2%	10%	21%	9%	i	-11%	i	11
CN1C2C=C3C(C#N)=C(N)C(C#N)(C#N)[C@@H](c4cccc(F)c4)[C@@H]3C1CC2 (stereo partly specified)	1%	-21%	10%	1%	-8%	i	-6%	-2%	10
O=C(NC(Cc1ccccc1)C(=O)OCC(=O)N1CCc2ccccc21)c1ccco1 (stereo unspecified)	15%	-5%	-5%	-24%	35%	i	10%	i	-10
O=c1cc(-c2ccccc2)oc2cc(O)c(O)c(O)c12	8%&-8%	2%	-7%	21%	30%	i	-36%[inhibitor]	-22%	21
CCOC(=O)c1sc(C)c2c(=O)n(CCCN3CCOCC3)cnc12	2%	-11%	3%	8%	0%	i	25%	i	u
Cc1ccc(S(=O)(=O)N2CCC(C(=O)N3CCc4ccccc43)CC2)cc1C	2%	0%	2%	-3%	-6%	i	-3%	-14%	-13
CCC(=O)NC(=S)Nc1ccccc1F	-16%	7%	u	3%	-5%	i	6%	i	-1
CCc1ccc(CNC(=O)CCCn2ccc3cc(S(=O)(=O)N4CCCC4)ccc32)cc1	x	x	13%	8.9µM*	43%	x	-6%	-21%	x
CN1C(=O)C2(c3ccccc31)c1c(oc3ccccc3c1=O)C(=O)N2CCCO (stereo unspecified)	-2%	-1%	15%	26%	-9%	i	0%	-6%	-1
COc1cccc(CNC(=O)c2nnn(CC(=O)Nc3cc(Cl)ccc3C)c2N)c1	-3%	-2%	2%&22%	25%&0%	-3%&-23%	i	5%&-13%	-9%&-14%	-7
O=C(C1CCCN(S(=O)(=O)c2cccs2)C1)N1CCC(N2CCCCC2)CC1 (stereo unspecified)	2%	19%	19%	30%	7%	i	2%	i	10
CCCn1c(-c2ccc(OC)cc2)nc2ccccc21	1%	3%	21%	-6%	-5%	i	20%	-25%[57.5 µM]	26
O=C(Oc1ccc(C(=S)N2CCOCC2)cc1Cl)c1ccccc1F	-21%	-1%	12%	-15%	25%	i	-4%	-6%	0
O=C(Nc1ccc(N2CCOCC2)cc1)c1cccc(S(=O)(=O)N2CCOCC2)c1	0%	6%	4%	-22%	-9%	i	-9%	-18%	-6
COC(=O)[C@H](Cc1ccccc1)NC(=O)N1Cc2ccccc2C[C@H]1C(=O)OC	11%	-5%	-6%	18%	-5%	i	-13%	-55%[inhibitor]	35
C1CCC(CNc2c3c(nc4nnnn24)CCCC3)CC1	4%	-7%	-13%	68%[activator]	-13%	i	-6%	i	13
CCc1ccccc1NC(=O)C1CCN(S(=O)(=O)c2ccc3c(c2)N(C(C)=O)CCO3)CC1	-1%	-5%	-2%	3%	9%	i	6%	-29%	6
CCOc1ccc(S(=O)(=O)N2CCCC(C(=O)Nc3ccccc3)C2)cc1 (stereo unspecified)	-3%	3%	2%	-14%	20%	i	-1%	-4%	-19

Results in FUS yeast rescue, PTHR1 ag and pAkt inh (two entries from above):
| canonical_smiles | FUS yeast rescue | PTHR1 ag | pAkt inh |
| --- | --- | --- | --- |
| COC(=O)[C@H](Cc1ccccc1)NC(=O)N1Cc2ccccc2C[C@H]1C(=O)OC | -5% | -55%[inhibitor] | i |
| C1CCC(CNc2c3c(nc4nnnn24)CCCC3)CC1 | -13% | i | i |

(list continues)
SMILES	aSyn yeast inh	GLP-1R agonist	TDP43 rescue	GLP-1R inv ag	FUS yeast rescue	pAkt inh	Abeta rescue	PTHR1 ag	D3 antag
COc1ccc(NC(=O)C2CCOC(C)(C)C2)cc1 (stereo unspecified)	6%	10%	8%	13%	11%	i	10%	i	9
Nc1nc(-c2ccccc2)c(CCCNc2ccccc2)c(=O)[nH]1	-6%	11%	0%	u	26%	i	-6%	i	0
CC(=O)c1ccc(NC(=O)CSc2nc(=O)n(Cc3ccncc3)c3c2CCC3)cc1	x	x	27%	13%	5%	x	-3%	i	x
N#CN1CCC(NS(=O)(=O)c2ccc(C(F)(F)F)cc2)CC1	x	-2%	x	x	-13%	x	-10%	-23%	x
COc1cc(NC(=O)COC(=O)CCc2cc(OC)c(OC)c(OC)c2)cc(OC)c1	9%	0%	19%	8%[7.66 µM]	3%	i	13%	-42%[inhibitor]	15
COc1ccc(/C(C)=N/NC(=O)c2nnn(-c3nonc3N)c2-c2cccs2)cc1	-10%	1%	-21%	17%	21%	i	-4%	i	0
CCOC(=O)C(NC(=O)Cc1ccccc1)(Nc1cc(C)on1)C(F)(F)F (stereo unspecified)	1%	-9%	-14%	-7%	-5%	i	19%	-12%[57.5 µM]	-7
O=C(CSc1nc2ncccc2[nH]1)NC1CCCC1	1%	-1%	23%	3%	-18%&-1%	i	-2%	i	20
C=C(C)CN(CC)C(=O)Cn1cnc2c(oc3ccccc32)c1=O	-6%	9%	-49%[inhibitor]	8%	8%	i	-10%	3%	-6
Cc1cc(Cl)ccc1OCC(=O)OCC(=O)Nc1cccnc1Cl	1%	-7%	-6%	-25%	-7%	i	18%	i	12
Cc1ccc(NC(=O)O/N=C/c2ccc(N(C)C)cc2)cc1	-8%	5%	u	-23%	20%	i	-7%	-20%	-1
O=C(O)c1ccc(CSc2nc3cccnc3n2Cc2cccc(F)c2)cc1	x	x	0%	9%	-23%	x	-12%	-23%	x
Cc1ccc(C(=O)CSc2n[nH]c(-c3ccco3)n2)cc1C	-3%	3%	16%	16%	13%	i	-11%	-22%	-19
CC(C)Cn1c(N)c(C(=O)COC(=O)c2cc(-c3ccco3)nc3ccccc23)c(=O)n(C)c1=O	1%	-3%	20%	u	46%	i	0%	-10%	65
Cc1ccc(-c2csc(N3CCC(C(N)=O)CC3)n2)cc1	x	-6%	x	x	-11%	x	17%	-4%	x
COC(=O)c1ccccc1NC(=O)c1cccc(COc2ccccc2Cl)c1	18%	-1%	3%	u	-4%	i	5%	i	16
CCNC(=O)N1CCN(C(=O)NCC)CC1	-5%	2%	-8%	16%	13%	i	4%	i	12
CCN(CCNC(=O)C1CCN(S(=O)(=O)c2cccc3nsnc23)CC1)c1ccccc1	1%	-3%	-11%	u	26%	i	-9%	-14%[57.5 µM]	u
NC(=O)c1[nH]cnc1N	10%&1%	-3%&0%	u	1%&-15%	-31%&3%	i	2%&-5%	-14%&2%	0&-11
CC(O)CCC(=O)NNC1CC(=O)N(c2ccccc2)C1=O (stereo unspecified)	9%	13%	-10%[1.82 µM]	20%	3%	i	-3%	i	-14
COc1ccc(C(=O)c2coc3ccc(O)c(CN4CCCCC4)c23)cc1	0%	7%	12%	u	-8%	i	-2%	i	21
O=C(COC(=O)c1n[nH]c(=O)c2ccccc12)Nc1ccccc1F	-3%	0%	0%	15%	10%	i	1%	-39%	-20
CCCNC(=S)N1CCC(NC(=O)C2CCCCC2)CC1	5%	-8%	-1%	9%	-2%	i	-4%	i	13
COc1cccc(/C=N/NC(=O)COc2cccc3cccnc23)c1O	-4%	-4%	2%	u	-26%	i	-6%	i	17
COc1ccc(C2c3c(oc4ccccc4c3=O)C(=O)N2CCCN2CCOCC2)cc1 (stereo unspecified)	x	0%	8%	31%[activator]	11%	x	8%	i	u
COc1ccc(C(=O)Nn2c(SCC(=O)N3CCC(C)CC3)nc3ccccc3c2=O)cc1	0%	-28%	17%	u	17%	i	13%	-35%[inhibitor][57.5 µM]	4
COc1ccc(Cl)cc1C(=O)NNC(=S)NC1CCCCC1	2%	5%	12%	4%	-5%	i	6%	i	4
O=c1cc(-c2nn[nH]n2)[nH]c(=O)[nH]1	-1%	-2%	-16%	-6%	-2%	i	-7%	i	-17
COc1ccc(C(=O)Nc2c3c(nn2-c2ccc(Cl)cc2)CS(=O)(=O)C3)cc1	3%	-1%	-4%	u	10%	i	6%	u	-13
Cc1cnc(C(=O)N2CCCC(C(=O)c3ccc(C(F)(F)F)cc3)C2)cn1 (stereo unspecified)	2%	6%	-15%	-25%	28%	i	-9%	-8%	14
Cc1ccc(O)c(NC(=O)c2cccc(NC(=O)c3ccco3)c2)c1	0%	0%	3%	5%	13%	i	9%	i	-1
CCOC(=O)c1c(N)c2cc([N+](=O)[O-])ccc2n1C	-2%	10%	-3%	11%	7%	i	11%	i	-26
